TNAP inh hi DEA = blocks human TNAP under high phosphate acceptor concentration; P05186; purified TNAP, CDP-star luminescence, 1 M DEA; inhibition, % at 20 µM; actives 0.03% (n = 200,000); AID 1135;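 active = over 50% inhibition of tissue-nonspecific alkaline phosphatase at 20 µM in the single-dose screen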;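 note: plate controls were DMSO wells for no effect and EDTA-quenched wells as full inhibition for full effect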
Target sequence (P05186 whole entry, looked up): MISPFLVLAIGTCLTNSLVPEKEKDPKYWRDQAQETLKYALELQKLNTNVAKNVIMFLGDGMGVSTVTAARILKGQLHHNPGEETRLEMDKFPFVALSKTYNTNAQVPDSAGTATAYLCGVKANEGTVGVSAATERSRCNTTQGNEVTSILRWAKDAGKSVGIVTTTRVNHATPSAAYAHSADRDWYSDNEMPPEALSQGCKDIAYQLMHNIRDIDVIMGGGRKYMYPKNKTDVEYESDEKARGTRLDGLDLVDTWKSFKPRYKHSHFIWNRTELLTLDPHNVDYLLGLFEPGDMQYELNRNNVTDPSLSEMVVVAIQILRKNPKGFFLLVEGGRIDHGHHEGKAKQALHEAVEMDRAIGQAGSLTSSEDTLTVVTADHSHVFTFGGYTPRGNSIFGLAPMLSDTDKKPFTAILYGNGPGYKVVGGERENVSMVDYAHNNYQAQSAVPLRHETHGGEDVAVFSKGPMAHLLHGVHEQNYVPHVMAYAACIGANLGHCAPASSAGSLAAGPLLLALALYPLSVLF
PMI act = activators of human phosphomannose isomerase. P34949. purified human PMI, coupled resazurin fluorescence, 20 min; hits give high values; 1 = vehicle control, 0 substrate-free wells. activation factor at 20 µM. actives 0.005% (n = 190,000). AID 1214;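 active = activation factor of 2 or more at 20 µM, relative to plate controls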
Target sequence (P34949 whole entry, looked up): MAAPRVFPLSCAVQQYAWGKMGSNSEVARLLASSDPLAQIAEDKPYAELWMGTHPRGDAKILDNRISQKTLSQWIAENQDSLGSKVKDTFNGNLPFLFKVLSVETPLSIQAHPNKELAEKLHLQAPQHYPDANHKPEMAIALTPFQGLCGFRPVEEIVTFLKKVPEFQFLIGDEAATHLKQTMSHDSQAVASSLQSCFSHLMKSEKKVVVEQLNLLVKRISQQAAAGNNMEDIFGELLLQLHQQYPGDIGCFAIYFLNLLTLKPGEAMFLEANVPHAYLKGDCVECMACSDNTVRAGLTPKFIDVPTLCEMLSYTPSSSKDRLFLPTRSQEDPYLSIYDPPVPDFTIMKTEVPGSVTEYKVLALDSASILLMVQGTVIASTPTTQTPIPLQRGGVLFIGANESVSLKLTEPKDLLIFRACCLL
RAM network inh = yeast RAM network inhibition | S. cerevisiae dse1pr::URA3 reporter, 5-FOA growth OD615, 2 d; analog-sensitive cbk1-as2 kinase mutant strain | inhibition, % at 50 µM | actives 1.8% (n = 190,000) | AID 868;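 active = inhibition above a set limit, 3 SD over mean compound inhibition, cut at about 8.4% in these data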;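 note: 0% = DMSO-only wells with no growth and 100% = 10 µM 1-NA-PP1 full growth; inhibition rescues growth on 5-FOA so higher OD means more RAM inhibition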
S1P3 antag = S1P3 (human) receptor antagonism | Q99500 | CHO S1P3 NFAT-BLA reporter, FRET fluorescence, antagonist mode | inhibition, % at 4.98 µM | actives 0.27% (n = 170,000);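 active = inhibition above the plate cutoff, the mean inhibition of test wells on that plate plus 3 SD, cut at about 28% in these data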;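 note: cells challenged with S1P at its EC80 of 0.8 µM; blue over green emission ratio from cleaved BLA substrate after 4 h stimulation; 0% = S1P-stimulated wells and 100% = unstimulated DMSO-only wells; some compounds past the cut are filed as inactive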
Lmaj promast = reduces viability of Leishmania major promastigotes; resazurin fluorescence viability; inhibition, % at 10 µM; actives 9% (n = 200,000); AID 1063; in the data active = inhibition above about 50%;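 note: promastigotes grown with compound for 44 hours at 28 °C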
HMGR II inh = inhibitors of class II HMG-CoA reductase from Enterococcus faecalis | purified E. faecalis HMGR, NADPH absorbance 340 nm kinetic | inhibition, % at 10 µM | actives 0.41% (n = 190,000) | AID 1066;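 active = inhibition above a set limit, the median over all tested compounds plus 3 SD, cut at about 9.5% in these data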;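 note: enzyme runs in reverse so mevalonate oxidation gives rising NADPH absorbance; 0% = complete reaction with DMSO and 100% = background rate lacking mevalonate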
Redox H2O2 prof = compounds producing H2O2 with reducing agent – biochemical, NIH compound library profiling, artefact control for MLSCN library redox annotation, primary screen; AID 878; DTT-dependent redox cycling H2O2, phenol red/HRP absorbance; 100% = 100 µM peroxide control, 0% = buffer; activation, % at 10 µM; actives 0.03% (n = 200,000);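 active = activation of at least 50% relative to the plate's high and low controls in the primary single-dose screen; inactive = activation below 50%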;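 note: compound incubated with DTT at 0.8 mM final as the reducing agent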
PMI act satM6P = PMI (human) activation, high substrate. coupled PMI enzyme assay, resazurin fluorescence, 20 min; hits give high values; 1 = untreated enzyme, 0 = substrate-free blank. P34949. AID 1216. activation factor at 20 µM. actives 0.34% (n = 190,000);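 active = activation factor of 2 or more at 20 µM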
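Test system: human phosphomannose isomerase with PGI, G6PDH, diaphorase coupling enzymes; Amount: PMI at 15 ng/mL final; Reagent: Mannose-6-phosphate 1.0 mM (near-saturating) plus 0.22 mM NADP+; Timing: 20 min, room temperature; Technique: resorufin fluorescence at Ex 544/Em 590 nm; Dosing: 20 µM single dose.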
TNAP inh noacc = inhibitors of human TNAP without phosphate acceptor; P05186; purified TNAP, CDP-star luminescence, 30 min; inhibition, % at 20 µM; actives 0.26% (n = 200,000); AID 1012;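 active = tissue-nonspecific alkaline phosphatase inhibition above about 50% at 20 µM in the single-dose screen, limit read from the data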;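 note: 0% = DMSO negative control and 100% = EDTA positive control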
Hsp70 act = Hsp70 transcriptional activation, primary screen. HeLa Hsp70 promoter luciferase reporter, luminescence; scaled: vehicle 0, proteasome-inhibitor control 100%. AID 1203. actives 0.04% (n = 200,000). activation, % at 10 µM;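 active = activation above the mean across all tested compounds plus 3 SD, cutoff set per campaign, cut at about 5.5% in these data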;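 note: 100% = MG132 at 30 µM as the positive control and 0% = DMSO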
Active calls of the source: *; nt = not tested or not shown.

SMILES	TNAP inh hi DEA	PMI act	RAM network inh	S1P3 antag	Lmaj promast	HMGR II inh	Redox H2O2 prof	PMI act satM6P	TNAP inh noacc	Hsp70 act
CCOC(=O)CNC(=O)C(CO)NC(=O)OCc1ccccc1 (stereo unspecified)	-6	1	0.6	-9	-2	0	1.6	1	-12	-0.1
Cn1c(=O)c2c(SCC(N)=O)nc(CC(C)(C)C)nc2n(C)c1=O	4	0.8	1.3	-38	9	-1	0.0	0.8	-6	-0.2
CCCCCCCCCCOC(=O)c1csc2nnsc12	1	1.2	6.0	nt	-5	5	3.1	1.1	-5	-0.3
CCS(=O)(=O)N1CCN(c2ccc([N+](=O)[O-])c(N3CCOCC3)c2)CC1	16	0.9	3.0	-15	-4	0	-0.5	0.9	11	-0.2
CCn1ncc(Br)c1C(=O)Nc1cc(C)ccc1F	0	1	2.2	12	1	-6	-1.0	1	-6	-0.2
Cc1ccc(S(=O)(=O)NCCc2ccccc2)cc1	-3	0.8	2.0	nt	-8	2	0.1	1	-11	0.1
CCc1ccccc1NC1c2ccccc2C(=O)N1c1cccnc1 (stereo unspecified)	-4	1.1	-0.5	-18	24	-3	2.1	1.1	-4	-0.4
O=C(Nc1ccc2c(c1)nc1n2CCN(Cc2ccccc2)C1)c1cccs1	-2	1.4	1.4	4	48	-7	0.1	1.9	-7	0.4
CNC(=O)CSc1nnnn1-c1ccc2c(c1)OCCO2	0	1	2.1	nt	-8	2	1.3	1	-2	-0.1
O=C(NC(NCC1CCCO1)C(Cl)(Cl)Cl)c1cccc2ccccc12 (stereo unspecified)	-3	0.9	0.7	nt	3	-1	1.9	0.9	-10	0.1
O=[N+]([O-])c1cc(-n2cccc2)ccc1N1CCOCC1	2	0.9	0.4	-1	5	-5	0.1	0.9	0	-0.2
COC(=O)c1ccc(COc2ccc(/C=N/O)cc2OC)o1	0	0.9	0.5	-3	5	-2	-0.3	1	-2	-0.3
COc1ccc(NC(=O)CC2(CC(=O)O)CCCC2)cn1	-1	1.1	-0.5	-36	-10	5	0.4	0.9	0	-0.1
CC(=O)N1CCC(C(=O)Nc2nc(-c3ccccc3)ns2)CC1	-3	1.1	1.9	24	5	-3	0.1	1.1	-11	-0.3
COc1ccc(C(=O)c2ccccc2)cc1	2	1.2	0.0	-5	-2	3	0.4	1.1	-3	-0.3
COC(=O)CN(c1ccc(C)c(Cl)c1)S(C)(=O)=O	-1	0.9	0.6	-74	0	-2	1.1	0.9	-9	-0.2
CCCC(=O)Nc1nc2ccc3nc(C)sc3c2s1	-3	1	0.8	0	11	-1	0.3	1	-2	0.0
Cc1cccc(C(=O)Oc2ccccc2C2C[C@]3(C)CC(=O)NC3N2C(=O)c2cccc(C)c2)c1 (stereo partly specified)	-4	1	0.6	nt	13	-5	0.0	1	-11	-0.2
O=C(OCC(=O)N1CCC(Cc2ccccc2)CC1)c1ccccc1	-3	1	1.1	-11	-5	-7	-2.0	0.9	0	0.2
C=CCOn1c(=O)c(-c2ccc(OC)c(OC)c2)[n+]([O-])c2ccccc21	7	1	1.4	nt	11	-1	0.3	1	-4	-0.2
COc1ccc(NC(=O)C2CCN(c3cc(C)nc(-c4ccccc4)n3)CC2)cc1	-6	1	-0.8	nt	3	-1	-0.8	1	-10	-0.2
CCOC(=O)CN=C/C(C(=O)Nc1nccs1)=C(/C)O	-4	1	-0.2	5	-8	1	0.4	1	-16	0.3
CCOc1ccccc1N(C(=O)c1ccccc1Cl)C1=NC(C)(C)CS1	-1	1.3	0.4	-7	14	-1	-0.1	1	-13	-0.1
CN(Cc1ccccc1)C(=O)C1CCCN(Cc2cccc(Cl)c2)C1 (stereo unspecified)	1	1.1	0.3	8	6	4	0.5	1.1	-8	-0.1

Whole records, looked up by structure. Screens in order: TNAP inh hi DEA	PMI act	RAM network inh	S1P3 antag	Lmaj promast	HMGR II inh	Redox H2O2 prof	PMI act satM6P	TNAP inh noacc	Hsp70 act
Shown for COC(=O)CN(c1ccc(C)c(Cl)c1)S(C)(=O)=O : -1	0.9	0.6	-74	0	-2	1.1	0.9	-9	-0.2
Shown for COc1ccc(C(=O)c2ccccc2)cc1 : 2	1.2	0.0	-5	-2	3	0.4	1.1	-3	-0.3
Shown for CCS(=O)(=O)N1CCN(c2ccc([N+](=O)[O-])c(N3CCOCC3)c2)CC1 : 16	0.9	3.0	-15	-4	0	-0.5	0.9	11	-0.2
Shown for C=CCOn1c(=O)c(-c2ccc(OC)c(OC)c2)[n+]([O-])c2ccccc21 : 7	1	1.4	nt	11	-1	0.3	1	-4	-0.2

Two of these compounds in another layout:
COC(=O)CN(c1ccc(C)c(Cl)c1)S(C)(=O)=O
  TNAP inh hi DEA: -1; PMI act: 0.9; RAM network inh: 0.6; S1P3 antag: -74; Lmaj promast: 0; HMGR II inh: -2; Redox H2O2 prof: 1.1; PMI act satM6P: 0.9; TNAP inh noacc: -9; Hsp70 act: -0.2
O=C(OCC(=O)N1CCC(Cc2ccccc2)CC1)c1ccccc1
  TNAP inh hi DEA: -3; PMI act: 1; RAM network inh: 1.1; S1P3 antag: -11; Lmaj promast: -5; HMGR II inh: -7; Redox H2O2 prof: -2.0; PMI act satM6P: 0.9; TNAP inh noacc: 0; Hsp70 act: 0.2

Next section:
SMILES	TNAP inh hi DEA	PMI act	RAM network inh	S1P3 antag	Lmaj promast	HMGR II inh	Redox H2O2 prof	PMI act satM6P	TNAP inh noacc	Hsp70 act
O=[N+]([O-])c1ccc(Cl)c(-c2ccc(/C=N/c3c(-c4ccco4)nc4ccccn34)o2)c1	17	0.9	2.7	nt	8	-16	-6.2	0.9	21	-0.3
COc1cccc(C(=O)Nc2nc3c(c(=O)[nH]2)CCCC3)c1	-3	1	-0.3	nt	5	2	0.7	1.1	-14	-0.2
Cc1ccc2sc(-c3ccc(NC(=O)c4cc(-n5cnnc5)ccc4Cl)cc3)nc2c1	-1	0.9	0.2	nt	43	-6	-0.9	1	-1	0.1
Cc1cnc(C(=O)OCC(=O)NCc2ccccc2)cn1	-2	0.9	2.1	nt	-8	-5	1.6	0.9	-19	-0.2
Cn1c(-c2ccccc2)cnc1SCC(=O)NCc1ccco1	-1	0.9	0.5	6	1	-2	0.3	0.9	-9	0.1
O=C(NCc1cc(C(F)(F)F)cc(C(F)(F)F)c1)C1CC(c2ccccc2[N+](=O)[O-])=NO1 (stereo unspecified)	-1	0.9	5.2	nt	88*	-3	-7.8	0.9	5	-0.3
O=C(COc1ccc(C(=O)c2ccccc2)cc1)NCC(=O)Nc1ccccc1Br	-2	1	3.0	7	62*	-6	-0.1	1	-3	-0.3
CCn1c(CSc2nnc(C)n2-c2ccccc2)nc2cc(S(=O)(=O)N(C)C)ccc21	-6	1	0.0	-22	-5	-2	-0.2	0.9	-15	0.2
COc1ccc(/C=N/NC(=O)CN2CCSCC2)c(OC)c1	0	1.1	0.1	1	-2	1	-0.2	1.2	-16	-0.3
O=C(CCC(=O)OCC(=O)c1ccc(F)cc1)NC1CCCCC1	-6	1	0.0	nt	-5	-11	0.1	1	-8	-0.3
CCOC(=O)N1N=C(c2ccccc2)CC1(O)C(F)(F)F (stereo unspecified)	0	1	0.1	nt	-5	-5	-8.8	1	-4	0.1
Cc1c(C(=O)OCCOC(C)C)[nH]c2c1C(=O)CC(C)(C)C2	-4	0.9	1.7	-4	0	-2	-3.4	0.9	-5	0.1
COc1ccc(CCNC(=O)CN(c2ccc(OC)cc2)S(C)(=O)=O)cc1	-6	1	0.9	-6	-2	-4	0.0	1	-8	-0.3
FC(F)(F)c1ccc2c(c1)C1C=CCC1C(c1ccncc1)N2 (stereo unspecified)	-2	1.2	0.1	4	88*	-3	0.0	0.9	-6	0.1
CCOc1cc(C(=O)Nc2ccc(N3CCN(S(C)(=O)=O)CC3)cc2)cc(OCC)c1OCC	-2	1	5.9	-13	-6	-4	4.5	1	-10	-0.4
COc1ccc(-c2cn3ccc4ccccc4c3n2)cc1	-3	0.9	-0.2	nt	24	-5	-1.0	1	-7	-0.1
C=C(C)c1cccc(C(C)(C)NC(=O)N2CCN(c3ccccc3OC)CC2)c1	4	1	-0.1	4	15	-3	-0.3	1	-10	-0.2
Cc1nc(SCc2c(F)cccc2Cl)n[nH]1	-6	0.9	0.5	-20	-4	0	-1.0	0.9	26	0.1
Cc1ccc(NC(=O)C2Cc3ccccc3C(=O)O2)cc1 (stereo unspecified)	-4	1	1.3	-6	-1	-3	-0.9	1	-12	-0.2
COc1cc2c(cc1NC(=O)COc1ccc3ccccc3c1)oc1ccccc12	-8	1.1	4.5	nt	-2	-6	2.0	1.1	-17	-0.2
CCOC(=O)c1cc2c(=O)n3ccccc3nc2n(CCCOC)c1=NC(=O)C(C)(C)C	-3	1	-0.3	nt	13	-7	2.0	1.1	-9	-0.4
Cc1ccc(OCC(=O)c2cc(C)n(CC(F)(F)F)c2C)c([N+](=O)[O-])n1	1	0.8	1.4	4	-3	-7	0.1	0.7	-4	-0.2
CCOC(=O)c1ccc(NC(=O)c2nn(C)cc2Br)cc1	-4	1	6.6	12	-1	4	0.7	1	-11	-0.1
CCn1c(SCC(=O)N2CCCCC2C)nnc1-c1ccc(S(=O)(=O)N2CCN(C)CC2)cc1 (stereo unspecified)	-4	1	-0.1	nt	-4	-5	0.1	1.1	-12	-0.3
O=C(CN1C(=O)c2ccccc2C1=O)Nc1ccc(N2CCOCC2)cc1	-7	1	0.7	-2	-4	-7	2.5	0.9	2	-0.3
O=C(NCCC1=CCCCC1)C1CC(=O)N(C2CCCCC2)C1 (stereo unspecified)	-5	1	-1.4	-67	11	-2	1.9	1	-7	-0.2
Cc1ccc(S(=O)(=O)N2CCN(C(=O)C3CCN(C(=O)c4ccccc4C)CC3)CC2)cc1C	-8	1	0.2	-5	12	-5	-1.6	0.9	-16	-0.3
CCOC(=O)/C=c1\s/c(=C\c2ccc(C#N)cc2)c(=O)n1CC(=O)Nc1cccc(C)c1C	-3	1	3.2	-4	-2	-1	-0.8	1.1	1	-0.2
CC(=O)Oc1ccc(N(c2ccccc2)S(=O)(=O)c2ccc(C)cc2)cc1	-4	0.9	1.1	-16	12	-6	-0.4	1	-14	0.1
CC1(C)N=C(N)N=C(N)N1c1ccc(C(=O)O)cc1	-6	0.9	1.7	nt	-3	-1	1.0	0.9	-10	-0.5
Cc1cc(/C=C(\C#N)c2nnc(N3CCOCC3)n2-c2ccccc2)c(C)n1-c1ccccc1	0	1	4.4	1	30	-2	-0.1	1.1	-4	-0.4
CCOC(=O)C1(CCOC)CCN(Cc2ccc(C(=O)OC)cc2)CC1	-2	nt	-1.1	-2	81*	-5	0.5	nt	-7	-0.2
COc1ccc(C(=O)c2ccc(OC)c(OC)c2)cc1OC	-4	1	3.4	8	5	0	-5.0	0.9	-1	-0.1

Compound activity as filed in PubChem.
